SRC2 inh – human SRC2 (NCOA2) inhibition; AID 651957; HEK293 GAL4-SRC2 luciferase reporter, luminescence; Q15596; inhibition, % at 9 µM; actives 0.17% (n = 370,000);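 active = inhibition above the mean inhibition of all tested compounds plus 3 SD, set per campaign, cut at about 52% in these data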;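 also: 0% = DMSO treated cells and 100% = cells given Gossypol at 36 µM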
NR5A2 inv ag – NR5A2 inverse agonism in reporter assay; O00482; HEK293T StAR-luciferase reporter, LRH-1 transfected, 24 h; inhibition, % at 3.6 µM; actives 0.13% (n = 360,000); AID 602396;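 active = inhibition above the mean inhibition of all tested compounds plus 3 SD, cut at about 73% in these data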;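 also: 0% = DMSO wells and 100% = reporter-only cells lacking LRH-1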
NOD2 RIPK2 PPI – NOD2-RIPK2 protein interaction inhibition | CHO BLA complementation NOD2-RIPK2, CCF4 ratio | inhibition, % at 4.98 µM | actives 0.38% (n = 360,000); in the data active = inhibition above about 21%;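 also: 0% = vehicle only and 100% = reference blocker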
Target sequence (O43353 whole entry, looked up): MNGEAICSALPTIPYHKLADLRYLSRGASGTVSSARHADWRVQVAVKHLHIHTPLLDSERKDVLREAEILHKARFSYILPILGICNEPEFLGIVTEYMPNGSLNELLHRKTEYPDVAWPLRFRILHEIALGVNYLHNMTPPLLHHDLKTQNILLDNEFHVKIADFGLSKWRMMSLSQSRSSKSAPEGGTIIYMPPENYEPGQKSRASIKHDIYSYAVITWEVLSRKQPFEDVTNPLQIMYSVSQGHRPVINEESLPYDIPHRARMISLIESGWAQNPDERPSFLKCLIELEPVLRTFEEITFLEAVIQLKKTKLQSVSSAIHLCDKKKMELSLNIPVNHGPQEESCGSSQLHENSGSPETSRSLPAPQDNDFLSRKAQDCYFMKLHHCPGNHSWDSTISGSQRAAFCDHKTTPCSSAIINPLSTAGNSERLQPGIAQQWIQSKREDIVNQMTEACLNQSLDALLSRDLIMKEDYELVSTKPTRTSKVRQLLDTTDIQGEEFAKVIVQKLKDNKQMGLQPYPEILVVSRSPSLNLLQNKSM
ABHD5 PLIN5 PPI – ABHD5-PLIN5 protein interaction inhibition. Q00G26+Q8WTS1. Split G. princeps luciferase complementation, luminescence, 4 h. inhibition, % at 4 µM. actives 0.78% (n = 360,000). AID 602281;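 active = inhibition above the mean inhibition across every tested compound plus 3 SD, cut at about 22% in these data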;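 also: 0% = DMSO only wells and the 100% control is not disclosed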
SRC1 inh – human NCOA1 inhibition | AID 588354 | HEK293 GAL4-SRC1 luciferase reporter, luminescence | actives 0.12% (n = 360,000) | inhibition, % at 3.6 µM;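 active = inhibition above the campaign mean plus 3 SD, with each screening campaign given its own cutoff, cut at about 60% in these data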;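 also: 0% = DMSO treated cells and 100% = gossypol at 36 µM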
NCOA3 inh – inhibitors of human steroid receptor coactivator 3 (SRC3); Q9Y6Q9; AID 588352; HEK293 GAL4-SRC3 luciferase reporter, luminescence; inhibition, % at 3.6 µM; actives 0.17% (n = 360,000);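 active = inhibition above a per-campaign cutoff, the mean of all compounds plus 3 SD, cut at about 60% in these data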;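 also: 0% = DMSO-treated cells and 100% = gossypol-treated cells at 36 µM; higher means less SRC3-driven luciferase light from the GAL4 reporter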
MC4R barr agon – activates human MC4R beta-arrestin recruitment | P32245 | U2OS MC4R beta-arrestin complementation, luminescence; percent of melanotan II response, DMSO zero | activation, % at 8.9 µM | actives 0.98% (n = 360,000) | AID 540308;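 active = activation above a per-plate cutoff, the mean activation of sample wells on that plate plus 3 SD, cut at about 8% in these data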
COUP-TFII inh – NR2F2 (human) inhibition, primary screen; P24468; HEK293T NGFI-A luciferase reporter, luminescence; actives 0.7% (n = 370,000); AID 686940; inhibition, % at 8.6 µM;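 active = inhibition above a per-plate cutoff, mean inhibition of test wells between control levels plus 3 SD, cut at about 38% in these data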;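 also: cells cotransfected with COUP-TFII expression vector driving the NGFI-A reporter; 0% = median of COUP-TF2 test wells and 100% = reporter-only cells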
Target sequence (P24468 whole entry, looked up): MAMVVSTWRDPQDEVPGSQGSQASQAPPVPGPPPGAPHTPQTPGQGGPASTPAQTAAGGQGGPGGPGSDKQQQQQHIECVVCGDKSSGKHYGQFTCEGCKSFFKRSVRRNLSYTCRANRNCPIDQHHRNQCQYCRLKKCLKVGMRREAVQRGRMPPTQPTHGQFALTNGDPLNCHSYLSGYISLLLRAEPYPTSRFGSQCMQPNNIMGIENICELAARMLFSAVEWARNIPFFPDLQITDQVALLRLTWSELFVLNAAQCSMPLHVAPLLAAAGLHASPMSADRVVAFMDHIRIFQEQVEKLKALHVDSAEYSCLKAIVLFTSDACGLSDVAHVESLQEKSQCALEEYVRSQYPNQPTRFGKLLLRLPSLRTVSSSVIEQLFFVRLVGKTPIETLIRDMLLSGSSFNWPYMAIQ
MC4R antagonist – antagonists of human melanocortin 4 receptor (MC4R); P32245; inhibition, % at 6.5 µM; actives 0.48% (n = 360,000); MC4R-expressing cells, MTII-stimulated cAMP, LANCE TR-FRET; AID 540295;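 active = inhibition above its plate's cutoff, the mean of tested wells on that plate plus 3 SD, cut at about 29% in these data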;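 also: 0% = Melanotan II alone and 100% = Melanotan II plus saturating MCL0020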
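Test system: U2OS cells stably expressing human melanocortin 4 receptor (MC4R); also added: Melanotan II challenge; compound: 6.5 µM single dose; timing: 30-min compound preincubation, 1-h Melanotan II challenge, 1-h detection, room temperature; signal: Eu-cAMP/anti-cAMP TR-FRET, emission 671 nm; repeats: one well per compound, no replicates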
LMP1 NFkB inh – Epstein-Barr LMP1 NF-kappaB reporter inhibition; LMP1-induced NF-kappaB luciferase reporter cells, luminescence; inhibition, % at 12.5 µM; actives 0.69% (n = 350,000); AID 504558; in the data active = inhibition above about 41%;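 also: 0% = neutral control wells and 100% = reference inhibitor control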
TLR9-MyD88 block – TLR9-MyD88 interaction inhibition. actives 0.21% (n = 340,000). inhibition, % at 4.98 µM. CHO BLA complementation TLR9-MyD88, CCF4 FRET ratio. Q9NR96+Q99836;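 active = inhibition above the mean over all tested compounds plus 3 SD, cut at about 21% in these data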;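 also: 0% = DMSO only wells and 100% = clavulanate BLA inhibitor control wells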
An asterisk follows results filed as active; nt = no result given. Not all compounds are listed; count on the stated rates, not on these rows.

The first 2 entries as a preview:
structure	NOD2 RIPK2 PPI	SRC2 inh	LMP1 NFkB inh	NR5A2 inv ag	COUP-TFII inh	ABHD5 PLIN5 PPI	MC4R barr agon	MC4R antagonist	TLR9-MyD88 block	SRC1 inh	NCOA3 inh
Cc1ccc2[nH]c(C)c(CCN(Cc3cccnc3)C(=S)NC(C)(C)C)c2c1	-7.8	17.8	-2.9	5.4	-13.6	3.2	-0.9	12.6	-16.3	2.4	14.2
Cn1c2nc3ccccc3c-2nc2ccccc21	-9.1	-31.9	-18.9	-34.4	-22.9	11.5	0.5	-39.5	5.3	-33.2	-57.9

Results, from the first entry:
structure	NOD2 RIPK2 PPI	SRC2 inh	LMP1 NFkB inh	NR5A2 inv ag	COUP-TFII inh	ABHD5 PLIN5 PPI	MC4R barr agon	MC4R antagonist	TLR9-MyD88 block	SRC1 inh	NCOA3 inh
Cc1ccc2[nH]c(C)c(CCN(Cc3cccnc3)C(=S)NC(C)(C)C)c2c1	-7.8	17.8	-2.9	5.4	-13.6	3.2	-0.9	12.6	-16.3	2.4	14.2
Cn1c2nc3ccccc3c-2nc2ccccc21	-9.1	-31.9	-18.9	-34.4	-22.9	11.5	0.5	-39.5	5.3	-33.2	-57.9
CC(C)Oc1ccc(S(=O)(=O)N2CCOCC2)cc1NC(=O)Cc1cccs1	-10.3	4.3	-1.7	14.8	-4.7	-7.7	-2.7	5.4	-7.3	-14.0	22.2
Cc1ccc(C(=O)NC2CCS(=O)(=O)C2)cc1S(=O)(=O)N1CCCC1 (stereo unspecified)	5.5	10.8	6.6	-6.1	20.4	-3.3	-2.3	1.4	-3.8	-2.2	23.7
C[C@]12CCC(=O)C=C1CC[C@@H]1[C@@H]2[C@@H](O)C[C@]2(C=O)[C@@H](C(=O)CO)CC[C@@H]12	1.2	-15.4	6.4	6.3	-8.5	-1.9	0.1	13.9	10.3	-27.8	-25.9
O=S(=O)(c1cccs1)N1CCC(CO)(Cc2cccc(F)c2)CC1	11.5	-29.0	-0.2	7.0	0.6	4.6	-1.7	-0.7	3.3	13.1	-5.9
CC(=O)Oc1ccc(C2=Cc3ccc(OC(C)=O)cc3OC2C)cc1 (stereo unspecified)	-5.2	-26.0	-39.8	-16.1	-29.0	-0.8	0.9	0.6	-8.2	-14.7	-13.8
O=c1c(Cc2c(F)cccc2Cl)c(O)ccn1C1CCCCCC1	-4.4	9.6	-0.8	-7.2	-14.9	-3.7	-2.2	1.5	-7.3	-28.8	-5.3
Nc1nonc1-n1nnc(C(=O)N/N=C/c2ccc(OCc3ccccc3)cc2)c1COc1ccc(F)cc1	-0.5	-8.0	-11.9	-4.4	5.5	-0.6	-0.1	9.0	-4.8	3.4	-7.0
CCN(CC)C(=O)[C@H]1C[C@H](CC(=O)NCc2ccco2)C(=O)N2CCc3c([nH]c4cc(-c5ccco5)ccc34)[C@]12C	-3.2	21.8	10.9	-24.8	23.6	4.1	0.2	9.4	0.0	0.5	-2.9
CCn1c(N)c(C(=O)N2CCOCC2)sc1=S	2.4	8.5	-11.1	-6.0	-13.0	-3.0	0.3	15.0	-3.4	-14.0	3.8
Cc1ccc(S(=O)(=O)Nc2ccccc2C(O)c2ccccc2)cc1 (stereo unspecified)	-1.4	-23.6	2.2	-2.0	1.0	0.3	0.1	4.8	4.2	8.7	3.9
Cc1ccc2[nH]c(=O)c(CN(Cc3cccnc3)C(=O)c3ccncc3)cc2c1	0.3	-24.2	6.4	9.5	1.2	0.6	-2.1	-2.4	4.1	-0.3	3.3
Cc1nc2ccccc2c2oc(C(=O)NCC3CCCO3)cc12 (stereo unspecified)	1.4	-9.1	-9.2	6.9	14.7	0.8	-1.7	6.0	8.0	16.1	18.7
CN(C(=O)Cc1c[nH]c2ccccc12)C(C(=O)Nc1ccc2c(c1)OCO2)c1ccccc1 (stereo unspecified)	-1.1	-1.4	-9.3	5.0	14.1	0.1	-1.8	-1.6	-0.9	-9.6	0.5
CCN(CC(=O)Nc1ccc(NC(C)=O)cc1)C(=O)c1ccc(Sc2nncn2C)c([N+](=O)[O-])c1	6.3	0.8	3.1	-12.7	-1.6	5.7	-1.6	7.5	-5.5	-5.0	-30.0
COC(=O)Nc1nn(-c2ccc(OC)cc2)c(=O)c(C#N)c1C	-7.0	-9.5	2.2	-1.3	-20.8	-0.9	-1.3	11.1	0.1	-28.9	23.8
CCOC(=O)c1c(NC(=O)CN2C(=O)NC(C)(c3ccc(OC(F)F)cc3)C2=O)sc(C)c1C (stereo unspecified)	-11.9	-2.9	-13.0	-1.9	-3.0	1.0	1.7	2.1	-5.3	-14.8	-0.2
Cc1ncc(CO)c(/C=N/Nc2ccc(C(F)(F)F)cn2)c1O	-7.5	44.0	29.8	53.3	-2.5	-11.0	-2.6	-4.1	8.6	25.1	15.7
O=c1c2sccc2nc(SCc2cc(=O)n3cc(Cl)ccc3n2)n1-c1ccc(F)cc1	-15.8	6.8	-3.0	-14.0	5.1	-1.0	-0.6	-45.3	-5.3	-30.3	11.5
O=C(NCC(c1ccco1)N1CCCC1)c1cc2ccccc2s1 (stereo unspecified)	11.0	-31.6	-9.4	-0.5	-11.4	-2.6	-1.4	5.8	-18.5	-20.9	-20.2
O=C1/C(=C/c2ccccc2)N=C(N2CCOCC2)N1c1cccc(Cl)c1	7.3	-6.7	11.1	4.5	3.1	0.9	-3.0	3.9	3.9	7.3	4.8
O=C(Cc1cccs1)N[C@@H]1c2ccccc2CC[C@@H]1OCc1ccccc1	-5.0	14.4	2.2	17.2	-20.2	-1.5	3.9	4.8	-7.3	5.0	-3.9
CC1(C)CC(=O)CC2(C1)NCC(c1ccccc1)c1c2[nH]c2ccccc12 (stereo unspecified)	-6.0	-5.4	-35.2	-18.7	8.6	4.2	-1.7	3.7	0.4	2.1	11.7
CCOC(=O)C1CCCN(C(=O)c2cc(-c3ccc(C)cc3)on2)C1 (stereo unspecified)	-0.9	-1.9	18.0	-79.7	-6.7	0.5	0.4	-3.7	0.4	-52.0	-41.3
C[C@@H]1CN([C@H](C)CO)C(=O)c2cc(Br)cnc2O[C@@H]1CN(C)C(=O)C1CCOCC1	5.0	2.6	-3.2	12.7	1.0	0.5	0.3	5.9	-4.2	-2.8	11.1
O=C(CCc1nc(-c2ccccc2)no1)Nc1cc(C(F)(F)F)ccc1Cl	3.2	-23.1	-46.5	9.0	3.2	-10.0	3.1	2.9	4.6	-11.8	14.0
Cc1ccccc1NC(=O)CN1C(=O)NC2(CCCCCCC2)C1=O	-0.3	-5.4	-9.5	-24.1	-17.4	-17.8	-0.3	4.3	7.1	-22.7	19.4
O=C(CNC(=O)c1ccccc1)Oc1ccc([N+](=O)[O-])cc1	0.4	-22.2	0.3	-22.7	-6.6	3.4	-0.8	11.2	-16.3	-0.1	10.7
O=[N+]([O-])c1ccc(OCCO)nc1	4.5	-2.2	-4.6	7.2	8.1	7.5	-0.4	-5.7	0.2	-2.9	15.8
CN1CCN(CCC(=O)Nc2ccc(C3CCCC3)cc2)CC1	-5.7	-14.8	2.9	-1.7	6.3	8.6	-1.2	-0.2	-4.4	5.3	-0.8
Cc1cc(N/N=C/c2ccccc2)nc(N)n1	2.1	-23.6	2.7	-13.2	-24.8	1.1	0.3	5.6	-4.9	-19.0	-16.3
Cc1nc(N2CCN(c3ccccn3)CC2)c2c(C)c(C(=O)Nc3ccc(F)cc3Cl)sc2n1	-3.4	-7.4	13.1	1.2	-0.7	-12.9	0.5	8.8	-7.8	12.4	-11.9
CCOc1ccc2[nH]c(=O)c(CN(Cc3cccs3)C(CC)c3nnnn3C(C)(C)CC)cc2c1 (stereo unspecified)	-8.8	8.0	20.6	13.0	-1.1	-0.6	-0.8	2.6	-7.1	-7.1	14.7
CC[C@H]1OC(=O)[C@H](C)[C@@H](O[C@H]2C[C@@](C)(OC)[C@@H](O)[C@H](C)O2)[C@H](C)[C@@H](O[C@@H]2O[C@H](C)C[C@H](N(C)C)[C@H]2O)[C@](C)(O)C[C@@H](C)[C@@H]2N[C@@H](COCCOC)O[C@H]([C@H]2C)[C@]1(C)O	-6.3	-7.2	-1.4	7.6	-21.9	3.9	1.3	3.3	-3.8	6.4	-14.6
CCOC1=C2[C@@H](CN(S(=O)(=O)c3ccc(C)cc3)[C@H]2c2ccccc2Cl)[C@H]2C(=O)N(Cc3ccccc3)C(=O)[C@H]2C1	-5.1	5.2	nt	-5.9	6.5	-8.5	nt	nt	nt	0.9	11.3
CCOC(=O)c1ccc(NC(=O)CCNS(=O)(=O)c2cccs2)cc1	0.8	-30.1	-2.3	5.6	10.9	-5.8	-1.0	9.4	-6.0	-30.7	2.3
CCN1CCN(CCCNC(=O)C2CCN(c3nnc(-n4cccc4)s3)CC2)CC1	-10.5	24.0	-0.8	-10.1	1.1	-1.1	-1.9	0.9	5.3	-9.0	2.9
CN=c1scc(-c2ccccc2F)n1/N=C(\C)c1cccnc1	-10.8	-33.7	-63.7	-118.5	-23.0	-5.2	2.1	-3.3	0.6	-102.3	-111.0
[O-]C(=C(C(=S)Nc1cccc2ccccc12)[n+]1ccccc1)c1ccc2c(c1)OCCO2	-3.4	nt	-7.0	21.5	nt	-17.0	-0.2	1.6	-5.2	24.3	35.3
CCOC(=O)NC(=S)Nc1ccc(OC)cc1	5.8	-22.5	-9.5	-21.4	-2.0	-0.3	-1.5	0.2	-0.7	-13.9	-8.2
CCOC(=O)C1CCCN(Cc2cc(=O)oc3cc(C)c(C(C)C)cc23)C1 (stereo unspecified)	-3.2	18.1	-1.3	15.1	-7.8	4.1	-0.9	-6.4	2.6	3.5	15.1
Cc1ccc(F)cc1NCC(=O)Nc1ccc(Cl)cc1F	-6.3	-5.5	2.2	-9.6	-9.6	-1.4	-1.2	-1.2	-7.2	14.3	-11.3
COc1ccc(N2C(=O)CC(N3CCC(c4nc5ccccc5[nH]4)CC3)C2=O)cc1 (stereo unspecified)	-4.1	0.6	1.1	-17.0	-8.4	2.9	-0.4	4.2	6.2	8.6	13.3
CC1C(=O)N(Cc2cn(Cc3ccco3)nn2)CCS(=O)(=O)N1Cc1ccc(-c2ccc(Cl)cc2)cc1 (stereo unspecified)	-9.3	11.8	1.6	-12.2	-10.6	1.5	-2.3	-1.5	-3.5	-3.9	14.4
Cc1ccc(C(=O)Nc2ccc(S(=O)(=O)N3CCN(C)CC3)cc2)o1	0.0	nt	5.1	14.1	nt	0.4	1.5	7.8	-4.9	-9.2	13.3
CCOc1ccc(N(CC(=O)Nc2c(C)cc(C)cc2C)C2=NC3CS(=O)(=O)CC3S2)cc1 (stereo unspecified)	6.6	-0.8	nt	19.1	17.3	0.4	-0.9	8.7	nt	-1.1	7.5
